# AmpC no deterg: qHTS Inhibitors of AmpC Beta-Lactamase (assay without detergent). P00811. AmpC nitrocefin hydrolysis, absorbance 480 nm, 0.0001% Triton. Potency, µM (titrated, usually from 57.1 µM), for inactives: at the top dose activity change, negative = inhibition, most hits filed as inhibitors. hit rate 0.52% among 330,000;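 also: potency is read from the fitted curve at half-maximal effect; plate controls were no compound for no effect and no enzyme for full effect; nearly all actives have a fitted effect of over 20% in size; some results filed as inactive show a strong effect at the top dose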
# Target sequence (P00811 whole entry, looked up): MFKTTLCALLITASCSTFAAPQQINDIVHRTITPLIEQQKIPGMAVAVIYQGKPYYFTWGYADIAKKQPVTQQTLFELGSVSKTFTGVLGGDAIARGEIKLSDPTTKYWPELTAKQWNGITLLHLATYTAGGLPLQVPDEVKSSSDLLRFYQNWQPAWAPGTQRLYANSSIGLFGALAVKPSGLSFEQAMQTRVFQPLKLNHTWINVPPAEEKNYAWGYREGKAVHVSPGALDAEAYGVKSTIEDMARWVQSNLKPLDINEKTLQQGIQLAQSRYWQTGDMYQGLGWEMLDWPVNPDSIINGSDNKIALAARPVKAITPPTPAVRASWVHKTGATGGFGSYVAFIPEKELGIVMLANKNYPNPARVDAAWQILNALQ
#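 AmpC (5.3 nM in the dispensed reagent) in 20 mM phosphate pH 7.0 with 0.01% (detergent screen) or 0.0001% Triton X-100 was preincubated with compounds for 15 min at room temperature. Nitrocefin was then added from an 800 uM solution, and hydrolysis was followed at 480 nm.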
# AmpC inh detg: qHTS Inhibitors of AmpC Beta-Lactamase (assay with detergent); P00811; hit rate 0.041% among 370,000; AmpC hydrolysis of nitrocefin, absorbance 480 nm, 0.01% Triton; Potency, µM (top dose mostly 114 µM), for inactives: top-dose activity change, negative = inhibition, hits mostly inhibitors; AID 485294, 2010;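 also: potency is read from the fitted curve at half-maximal effect; 0% = no-compound wells and -100% = no-enzyme wells; nearly all actives have a fitted effect of over 25% in size; some results filed as inactive show a strong effect at the top dose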
#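 AmpC (5.3 nM in the dispensed reagent) in 20 mM phosphate pH 7.0 with 0.01% (detergent screen) or 0.0001% Triton X-100 was preincubated with compounds for 15 min at room temperature. Nitrocefin was then added from an 800 uM solution, and hydrolysis was followed at 480 nm.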
# LmPK inhibitor: qHTS Assay for Inhibitors of Leishmania Mexicana Pyruvate Kinase (LmPK) | Q27686 | purified LmPK, Kinase-Glo ATP luminescence, 1 h | Potency, µM (doses to about 57.5 µM), for the others: top-dose activity change, negative = inhibition, actives largely listed as inhibitors | hit rate 0.37% among 290,000 | AID 1721, 2009; also: potency is read from the fitted curve at half-maximal effect
# Target sequence (Q27686 whole entry, looked up): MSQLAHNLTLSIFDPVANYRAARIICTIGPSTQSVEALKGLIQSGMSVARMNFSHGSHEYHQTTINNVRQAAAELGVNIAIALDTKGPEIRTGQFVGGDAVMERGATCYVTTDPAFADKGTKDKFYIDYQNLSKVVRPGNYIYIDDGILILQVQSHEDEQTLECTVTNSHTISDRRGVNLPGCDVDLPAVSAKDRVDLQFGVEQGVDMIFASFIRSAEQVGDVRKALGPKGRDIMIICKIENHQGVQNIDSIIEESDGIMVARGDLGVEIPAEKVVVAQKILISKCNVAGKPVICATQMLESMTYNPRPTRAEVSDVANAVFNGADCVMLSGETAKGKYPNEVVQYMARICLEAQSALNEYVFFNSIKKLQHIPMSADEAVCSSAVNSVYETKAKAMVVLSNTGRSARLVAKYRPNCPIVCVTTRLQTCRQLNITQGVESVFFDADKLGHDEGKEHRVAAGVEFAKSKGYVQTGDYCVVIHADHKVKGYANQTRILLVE
#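 In 50 mM imidazole pH 7.2 with 7 mM MgCl2, LmPK (0.1 nM) turned over PEP (0.5 mM) and ADP (0.1 mM) for 1 h at room temperature. Luciferase read-out of ATP.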
# Tb PYK inh: qHTS of Trypanosoma Brucei Inhibitors | pyruvate kinase (Trypanosoma brucei), Q57TT1 | TbPYK enzyme, Kinase-Glo Plus ATP luminescence, 45 min | Potency, µM (titrated, usually from 76.8 µM), for the others: at the highest dose activity, negative = inhibition, hits mostly inhibitors | hit rate 0.12% among 410,000 | AID 624173, 2012; also: potency is read from the fitted curve at half-maximal effect; nearly all actives have a fitted effect of over 50% in size
#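 ADP (130 uM final) triggers the TbPYK reaction after compound addition; incubation is 45 min at room temperature. Kinase-Glo Plus is then added and luminescence imaged. Normalized data are fitted to concentration-effect curves.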
# AMA1 RON2 block: qHTS for Inhibitors of AMA1-RON; Towards Development of Antimalarial Drug Lead: Primary Screen. AlphaScreen AMA1-biotinylated RON2 peptide binding. hit rate 0.2% among 360,000. AID 720542, 2013. Potency, µM (highest dose often 58.2 µM), without a hit: top-dose activity change, negative = inhibition, hits mostly inhibitors;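 also: potency is read from the fitted curve at half-maximal effect; 0% = vehicle wells and -100% = peptide control; nearly all actives have a fitted effect of over 45% in size; some results filed as inactive show a strong effect at the top dose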
#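 AMA1 (3D7) with his tag at 25 nM final met compounds first, then biotinylated RON2 peptide at 25 nM; detection used donor plus acceptor beads, 10 µg/mL apiece, read by AlphaScreen after 30 min at room temperature.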
# Sm TGR block: qHTS Assay for the Inhibitors of Schistosoma Mansoni Peroxiredoxins; AID 485364, 2010; hit rate 3% among 360,000; purified TGR, DTNB reduction, TNB absorbance 405 nm; Potency, µM (doses to about 114 µM), inactives show at the highest dose activity change, negative = inhibition, most hits filed as inhibitors; also: potency is read from the fitted curve at half-maximal effect; nearly all actives have a fitted effect of over 60% in size
#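 First, TGR (20 nM dispensed) and NADPH were mixed with compound. Second, a 15 min room-temperature incubation followed. Third, further NADPH and then DTNB were added to start the reaction. Finally, TNB absorbance was monitored kinetically.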
# HCMV antiviral: qHTS Assay for inhibitors of the human cytomegalovirus (HCMV); HFF cells, HCMV-luciferase reporter, 72 h; active compounds read low; activity change, negative = inhibition, % at 57.5 µM; hit rate 4.5% among 410,000; in the data active = activity change below about -60%; inconclusive = no clear call, values can overlap the other calls; inactive = above about -39%
#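 HFF cells seeded 16 h at 37C, treated with compounds, infected with luciferase-reporter HCMV at MOI 1 PFU/cell; luciferase read at 72 h post infection, normalized to buffer-only and Salinomycin controls.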
# * marks the source's active call; other numbers are inactive results; ? = inconclusive; . = no result given; & = joins results of further samples; [ ] = remark or other dose. Unless noted, calls follow the shape of the dose curve; as a rule, active = well fitted curve in the direction sought with a large enough effect; inconclusive = small, poorly fitted or top-dose-only effect, or another doubt; inactive = no such curve, though single readings can be large; an effect the other way counts as inactive or inconclusive. Unless noted, % is scaled to controls: 0 for no effect and ±100 for the full control effect.
# Field names: A = AmpC no deterg; B = AmpC inh detg; C = LmPK inhibitor; D = Tb PYK inh; E = AMA1 RON2 block; F = Sm TGR block; G = HCMV antiviral
COc1ccc(C2=NOC(c3nnc(-c4ccccc4)o3)C2)cc1 (stereo not drawn)
  A = .	B = .	C = .	D = 3%	E = 58%[activator]	F = .	G = 20
Cc1ccc(CN2CC(C(=O)N(Cc3nnc(-c4ccccc4Cl)o3)C3CC3)CC2=O)cc1 (stereo not drawn)
  A = 149%[activator]	B = 0%	C = .	D = -2%	E = 78%[activator]	F = -4%	G = -18
C=CCN1C(=O)NC(=O)/C(=C/c2ccoc2)C1=O
  A = -27%	B = 0%	C = 8%	D = -32%	E = 8%[11.6 µM]	F = 0%	G = ?
COC(=O)CNC(=O)C1CCN(S(=O)(=O)c2cnc[nH]2)CC1
  A = -27%	B = -13%	C = -9%	D = 1%	E = 0%	F = 7%	G = 8
CC(=O)NC(Cc1cccc(C)c1)C(=O)NC1CCN(S(=O)(=O)c2ccccc2)CC1 (stereo not drawn)
  A = 9%	B = -8%	C = -7%	D = -1%	E = -8%	F = -9%	G = -26
CCN1CCN(c2cc(C)c3cc(NC(=S)N(C)Cc4ccccc4)ccc3n2)CC1
  A = 127%[activator]	B = 0%	C = -1%	D = -5%	E = -12%	F = 9%	G = ?
Nc1ccc(S(=O)(=O)c2ccc(N)cc2)cc1
  A = -12%	B = -2%	C = 2%	D = 0%&1%	E = 1%	F = 6%	G = -14
O=C(N/N=C/c1cn(CC(=O)N2CCOCC2)c2ccccc12)c1cccnc1
  A = -3%	B = 4%	C = -7%	D = -5%	E = 94%[activator]	F = 28%	G = 28
CC(/C=N/NC(=O)NC1CCCCC1)=C\c1ccccc1
  A = -15%	B = 5%	C = -3%	D = -15%	E = -23%	F = -1%	G = -26
COc1ccc(CCNC(=O)CSc2nnc(-c3ccc(C)cc3)c(-c3ccc(C)cc3)n2)cc1OC
  A = .	B = 5%	C = .	D = 1%	E = .	F = -1%	G = -10
CCC(=O)N1CCc2cc(Br)cc(S(=O)(=O)N3CCCCC3CC)c21 (stereo not drawn)
  A = -4%	B = -3%	C = 4%	D = -10%	E = -1%	F = -14%	G = 10
CCC(=O)Nc1cccc(-c2cn3ccsc3n2)c1
  A = -14%	B = -7%	C = 0%	D = -7%	E = -3%	F = 5%	G = -24
CC(=O)Nc1ccc(S(=O)(=O)NCC(C)NS(=O)(=O)c2ccc(NC(C)=O)cc2)cc1 (stereo not drawn)
  A = -32%	B = ?	C = 0%	D = 8%	E = 0%	F = -8%	G = 8
CCOc1ccc(/C=C2\CCC(C3CCCC3)C2=O)cc1OC (stereo not drawn)
  A = -17%	B = -10%	C = 2%	D = 3%	E = 0%	F = -15%	G = 6
CCOC(=O)N1CCN(C(=O)CSCC(=O)Nc2nc(-c3ccc(C)cc3)cs2)CC1
  A = -5%	B = ?	C = 4%	D = 5%	E = 7%	F = -1%	G = 5

# Only Sm TGR block (two entries from above):
mol	Sm TGR block
CC(/C=N/NC(=O)NC1CCCCC1)=C\c1ccccc1	-1%
COc1ccc(CCNC(=O)CSc2nnc(-c3ccc(C)cc3)c(-c3ccc(C)cc3)n2)cc1OC	-1%

# Not a retest: 2 of the compounds above.
# Field names: A = AmpC no deterg; B = AmpC inh detg; C = LmPK inhibitor; D = Tb PYK inh; E = AMA1 RON2 block; F = Sm TGR block; G = HCMV antiviral
Nc1ccc(S(=O)(=O)c2ccc(N)cc2)cc1
  A = -12%	B = -2%	C = 2%	D = 0%&1%	E = 1%	F = 6%	G = -14
O=C(N/N=C/c1cn(CC(=O)N2CCOCC2)c2ccccc12)c1cccnc1
  A = -3%	B = 4%	C = -7%	D = -5%	E = 94%[activator]	F = 28%	G = 28

# (cont.)
# Field names: A = AmpC no deterg; B = AmpC inh detg; C = LmPK inhibitor; D = Tb PYK inh; E = AMA1 RON2 block; F = Sm TGR block; G = HCMV antiviral
CS(=O)(=O)N1CCc2cc(C(=O)N3CCCCC3)ccc21
  A = -14%	B = -10%	C = 4%	D = 3%	E = 4%	F = -24%	G = 39
CCOc1cc(C(=O)N2CCC3(CC2)OCCO3)cc(OCC)c1OCC
  A = 38%	B = -3%	C = -4%	D = 2%	E = 1%	F = -22%	G = 27
CC(=O)Nc1ccc(S(=O)(=O)NC2Cc3ccccc3C2)cc1
  A = -22%	B = 0%	C = 2%	D = 2%	E = 11%	F = 2%	G = -12
CN1CCC2(O)OCCCC2C1 (stereo not drawn)
  A = -9%	B = -14%	C = -1%	D = 1%	E = -7%	F = 21%	G = ?
CCOC(=O)/C(C#N)=C1/C=CNC(=O)N1
  A = -6%	B = ?	C = 7%	D = -3%	E = 11%	F = 21%[11.4 µM]	G = 22
CC(Oc1ccccc1)C(=O)NN1Cc2ccccc2C1=N (stereo not drawn)
  A = 0%[11.4 µM]	B = ?	C = 3%	D = -2%	E = 5%	F = 11%	G = -29
C[C@H](NC(=O)[C@@H]1CCCN1C(=O)[C@@H]1CCCN1)c1ccccc1
  A = .	B = .	C = .	D = -12%	E = 0%	F = .	G = -5
CC(C)CNS(=O)(=O)c1ccc(OCC(=O)NCc2ccco2)cc1
  A = -12%	B = ?	C = -1%	D = -3%	E = -6%	F = -6%	G = ?
CCOc1ccc(C(F)(F)F)cc1NC(C)=O
  A = -22%	B = 4%	C = 6%	D = -7%	E = 12%	F = -27%	G = 63
O=C1C(=C(c2ccccc2)N2CCOCC2)Cc2ccccc21
  A = .	B = .	C = .	D = -6%	E = -10%	F = .	G = -99*
O=C(c1ccc2c(c1)C(=O)N(Cc1ccncc1)C2=O)N1CCN(S(=O)(=O)c2ccc(OC(F)(F)F)cc2)CC1
  A = .	B = .	C = .	D = 1%	E = -9%	F = .	G = -15
N#Cc1c(SCc2cccc(Cl)c2)sc(C(=O)c2ccccc2)c1N
  A = -15%	B = 2%	C = -3%	D = -7%	E = 0%	F = -22%	G = -12
COC(=O)c1ccccc1NC(=O)COC(=O)/C=C/c1cccs1
  A = -16%	B = .	C = .	D = -10%	E = 29%	F = .	G = 51
CCOC(=O)c1sc(NC(=O)c2cccnc2)nc1C
  A = -18%	B = ?	C = -2%	D = -5%	E = -8%	F = 3%	G = 59
CC(=O)c1ccc(N2CCN(S(=O)(=O)c3cc4c(cc3C)NC(=O)CO4)CC2)cc1
  A = -5%	B = -11%	C = -12%	D = 4%	E = 0%	F = -4%	G = -37
CCc1ccc(NC(=O)c2c(Cl)nc(C)c(Cl)c2C)cc1
  A = -20%	B = -6%	C = 2%	D = -4%	E = 6%	F = -11%	G = ?
O=C(CN1CCCN(Cc2cccc(F)c2)S1(=O)=O)Nc1ccc2c(c1)OCCO2
  A = .	B = 5%	C = .	D = -4%	E = .	F = 5%	G = -12
Fc1ccccc1-n1cn[nH]c1=S
  A = -12%	B = -8%	C = 0%	D = -15%	E = -2%	F = -8%	G = -10
CCCn1c(=O)c(C(=O)NCc2ccccc2)c(O)c2ccccc21
  A = 0%	B = ?	C = 1%	D = -19%	E = 11%	F = 2%	G = 42
CCc1nc2ccc(C(=O)N3CCN(C(=O)c4ccco4)CC3)cn2c1N(C=O)Cc1ccc(OC)cc1
  A = .	B = .	C = .	D = -1%	E = -4%	F = .	G = -19
CC(=O)N1CCN(c2ccc(NC(=O)c3ccccc3C)cc2)CC1
  A = -16%	B = ?	C = -7%	D = -1%	E = -8%	F = -26%	G = 43
CN(C)C(CNS(=O)(=O)c1cc([N+](=O)[O-])ccc1Cl)c1ccco1 (stereo not drawn)
  A = -21%	B = .	C = .	D = -18%	E = 29%	F = .	G = -27
CN(C)C(=C(C#N)C#N)N1CCN(c2ccc(Cl)cc2)CC1
  A = -5%	B = 0%	C = 1%	D = -5%	E = -9%	F = .	G = ?
CC1(c2cccc(Br)c2)NC(=O)N(CC(=O)c2ccc3c(c2)OCCO3)C1=O (stereo not drawn)
  A = -24%	B = .	C = .	D = 5%	E = 0%	F = .	G = 30
CN=C(Nc1cc(C)nn1CCC#N)c1ccc(F)cc1
  A = -4%	B = -11%	C = 1%	D = -5%	E = 2%	F = ?	G = 20
CCN(C(=O)COC(=O)c1ccc2[nH]c(C)c(C)c2c1)c1c(N)n(Cc2ccccc2)c(=O)[nH]c1=O
  A = .	B = .	C = .	D = 9%	E = -16%	F = .	G = -27
Cn1cccc1Cc1nnc(SCC(=O)Nc2nccs2)n1C
  A = -9%	B = -7%	C = 0%	D = -1%	E = 33%[activator]	F = 0%	G = 7
C[C@H]1COc2cccc(N3CCC[C@H]3CO)c2S(=O)(=O)N1
  A = .	B = .	C = .	D = 7%	E = 1%	F = .	G = -13
CCc1nc2onc(C)c2c(=O)n1CC(=O)O
  A = .	B = 10%	C = .	D = 5%	E = .	F = 7%	G = 9
CCOC(=O)N1CCN(C(=O)CN(Cc2ccccc2)S(=O)(=O)c2ccc(OC)c(Cl)c2)CC1
  A = 164%[activator]	B = 1%	C = 3%	D = 11%	E = -6%	F = -7%	G = -6
Cc1ccc(C)n1-c1nn(S(=O)(=O)c2cccc(C(F)(F)F)c2)c2cccc(F)c12
  A = -9%	B = -3%	C = 2%	D = 10%	E = -5%	F = -1%	G = -6
Cc1ccc(CN2CC(N3CCN(CCO)CC3)CS2(=O)=O)cc1 (stereo not drawn)
  A = .	B = .	C = .	D = -5%	E = 6%	F = .	G = -8
COc1ccc([C@H]2CC(=O)C[C@@H](CCn3cccn3)O2)cc1
  A = .	B = .	C = .	D = 3%	E = 2%	F = .	G = -17
Cc1[nH]c2ccccc2c1C(=O)C(=O)N1CCN(C)CC1
  A = -5%	B = 0%	C = -1%	D = 0%	E = 9%	F = 16%	G = 64
O=C1O[C@@H](c2ccccc2)C[C@@H](O)[C@H](O)CCCc2ccccc21
  A = .	B = .	C = .	D = 3%	E = -7%	F = .	G = -23
CC(=O)N1N=C(c2cccc(NS(C)(=O)=O)c2)CC1c1ccc2c(c1)OCO2 (stereo not drawn)
  A = 16%	B = -2%	C = -6%	D = -11%	E = -4%	F = 6%	G = 43
CCOc1cc(CNCCc2ccc(S(N)(=O)=O)cc2)ccc1OCc1ccccc1
  A = 7%	B = -1%	C = 3%	D = 5%	E = -7%	F = 0%	G = ?

# Single values from the entries so far.
# `O=C1O[C@@H](c2ccccc2)C[C@@H](O)[C@H](O)CCCc2ccccc21` @ AMA1 RON2 block = -7%
# `COc1ccc([C@H]2CC(=O)C[C@@H](CCn3cccn3)O2)cc1` @ Tb PYK inh = 3%
